Fh CTSL1 inh: blocks F. hepatica cathepsin L1 in PFM18AAP counter-screen; recombinant F. hepatica cathepsin L1, Z-Leu-Arg-MCA fluorescence; inhibition, % at 5.96 µM; hit rate 0.49% among 300,000; AID 1906;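 active = inhibition above the mean of all tested compounds plus 3 SD, set per screening campaign, cut at about 17% in these data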;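 also: 0% = plate median of test compound wells and 100% = 1 µM Z-Phe-Ala-diazomethylketone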
PP1 counter: blocks human PP1-alpha phosphatase, a PP5 counter-screen. purified PP1alpha, OMFP fluorescence. P62136. inhibition, % at 6.7 µM. AID 2235. hit rate 0.9% among 320,000;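 active = inhibition above the mean inhibition of all tested compounds plus 3 SD, computed separately for each screening campaign, cut at about 15% in these data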
GRK2 inh: blocks RNA aptamer binding to human GRK2; bead flow cytometry, FAM-aptamer displacement from GRK2; inhibition of aptamer binding, % at 10 µM; hit rate 0.59% among 330,000; P25098;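 active = inhibition of aptamer binding above 40%, roughly 3 SD of noise, on plates passing a quality check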;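 also: median bead fluorescence of bound FAM aptamer so fluorescent compounds give negative values; no value below 0 was filed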
procasp7 counter: activates human procaspase-7, counter-screen for procaspase-3 activators; activation, % at 8.5 µM; recombinant procaspase-7, Ac-DEVD-pNA absorbance 405 nm; D23A/D198A/D206A triple mutant, cannot self-cleave; scale: DMSO 0, 5 µM enzyme 100; hit rate 0.093% among 330,000;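 active = percent activation above the screen-wide mean plus 3 SD, cut at about 25% in these data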
Target sequence (P55210 whole entry D23A/D198A/D206A): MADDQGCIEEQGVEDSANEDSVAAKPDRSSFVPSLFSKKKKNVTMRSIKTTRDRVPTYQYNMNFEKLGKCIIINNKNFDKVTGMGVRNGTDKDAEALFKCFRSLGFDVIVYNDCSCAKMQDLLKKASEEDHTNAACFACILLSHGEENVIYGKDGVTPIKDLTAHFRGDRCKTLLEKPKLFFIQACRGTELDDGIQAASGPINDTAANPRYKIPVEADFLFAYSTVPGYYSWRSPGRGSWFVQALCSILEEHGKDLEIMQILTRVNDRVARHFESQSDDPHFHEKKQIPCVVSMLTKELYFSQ
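System: Uncleavable procaspase-7 mutant enzyme; Amount: 2 µM procaspase-7 mutant as dispensed; Schedule: 1 h compound preincubation, 2 h substrate cleavage, 25 °C; Measured by: 405 nm absorbance of p-nitroaniline; Evaluation: percent activation from buffer-corrected 0–120 min absorbance change; Control set: low DMSO alone, high DMSO plus 5 µM PC-7.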
GASC-1 inh: blocks human GASC-1 demethylase activity. GST-JMJD2C(1-420) H3K9me3 demethylation, DELFIA europium. inhibition, % at 2.35 µM. hit rate 0.069% among 330,000;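 active = more than half of a compound's replicate wells show inhibition beyond 50%, single wells judged on their own value; inconclusive = some, but no more than half, of replicates pass 50% inhibition; inactive = no replicate passes 50% inhibition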;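 also: signal counts dimethyl H3K9 product captured on neutravidin plate; 0% = median of DMSO wells and 100% = 0.3 times that DMSO median; strong numbers were not always called active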
core dimer inh: blocks dimerization of HCV core protein; hit rate 0.33% among 300,000; TR-FRET GST/Flag-core106 dimerization, 1536-well; inhibition, % at 5 µM;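 active = inhibition above the mean of all tested compounds plus 3 SD, set per screening campaign, cut at about 45% in these data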
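Material: GST/Flag-tagged HCV core106 proteins. Incubation: 4 h, 22.5 °C incubation. Read-out basis: inhibition (%) from 671 over 617 nm ratio. Measured by: TR-FRET, excitation 340 nm, emission 617 and 671 nm.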
PP5 primary: inhibitors of human protein phosphatase 5 (PP5); P53041; purified PP5c, OMFP substrate fluorescence; inhibition, % at 6.7 µM; hit rate 0.18% among 320,000;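 active = inhibition above the campaign's mean inhibition across all tested compounds plus 3 SD, cut at about 9.5% in these data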;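 also: 0% = DMSO only and 100% = 100 µM cantharidin control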
Target sequence (P53041 whole entry, looked up): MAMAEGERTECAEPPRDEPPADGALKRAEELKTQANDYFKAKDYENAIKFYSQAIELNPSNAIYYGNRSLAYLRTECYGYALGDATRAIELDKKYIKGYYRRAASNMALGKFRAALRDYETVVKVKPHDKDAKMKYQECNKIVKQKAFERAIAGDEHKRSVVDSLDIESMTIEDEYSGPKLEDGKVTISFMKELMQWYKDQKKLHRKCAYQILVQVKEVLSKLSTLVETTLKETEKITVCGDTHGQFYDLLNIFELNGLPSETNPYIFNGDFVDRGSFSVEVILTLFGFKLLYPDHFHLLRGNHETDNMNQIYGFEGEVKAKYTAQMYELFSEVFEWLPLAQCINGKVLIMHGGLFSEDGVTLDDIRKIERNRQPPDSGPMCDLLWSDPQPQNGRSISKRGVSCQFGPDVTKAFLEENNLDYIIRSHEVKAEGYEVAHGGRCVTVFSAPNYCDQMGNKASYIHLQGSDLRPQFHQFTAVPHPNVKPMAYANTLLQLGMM
proCasp3 act: activators of human procaspase-3; recombinant procaspase-3 D3A, Ac-DEVD-pNA absorbance 405 nm; AID 463141; hit rate 0.11% among 330,000; P42574; activation, % at 8.5 µM;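 active = activation above the mean of all tested compounds plus 3 SD, cut at about 21% in these data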;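 also: 0% = DMSO alone and 100% = DMSO wells spiked with extra 5 µM PC-3 D3A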
Target sequence (P42574 whole entry D9A/D28A/D175A): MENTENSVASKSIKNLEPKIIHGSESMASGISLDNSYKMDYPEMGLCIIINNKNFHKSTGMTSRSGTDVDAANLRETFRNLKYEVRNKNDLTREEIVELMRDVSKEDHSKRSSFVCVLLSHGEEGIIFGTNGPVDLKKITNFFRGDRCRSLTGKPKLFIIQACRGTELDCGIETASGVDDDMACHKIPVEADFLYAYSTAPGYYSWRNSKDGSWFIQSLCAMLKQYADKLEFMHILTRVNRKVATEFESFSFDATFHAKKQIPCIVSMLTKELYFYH
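Assay system – Procaspase-3 D3A mutant, all three cleavage aspartates alanine · Controls – DMSO-only low control, 5 µM PC-3 D3A high control · Schedule – 1 h compound preincubation, 2 h substrate hydrolysis at 25 °C · Signal – 405 nm absorbance of p-nitroaniline, reads at 0 and 120 min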
VLA-4 inh: inhibition in a human VLA-4 binding assay. P13612. VLA-4 expressing cells, ligand binding flow cytometry. inhibition, % (about 7 µM as worked out from the volumes in the protocol). hit rate 0.2% among 330,000; in the data active = inhibition above about 50%
The depositor's hits bear a star; i = inactive; ? = inconclusive; / = not tested or not shown; & = joins results of further samples.

SMILES	Fh CTSL1 inh	PP1 counter	GRK2 inh	procasp7 counter	GASC-1 inh	core dimer inh	PP5 primary	proCasp3 act	VLA-4 inh
Cn1c(SCC(=O)NC(C)(C)C)nnc1-c1cnccn1	1	-6	0	-4	-13	0	-3.1	-11	6
O=S(=O)(NCC(c1cccnc1)N1CCN(Cc2ccccc2)CC1)c1ccccc1 (configuration not stated)	0	4	0	6	14	4	2.0	-3	4
COc1cc2cnc(CCO[C@H]3CCCCO3)cc2cc1OC	/	/	5	10	-8	/	/	9	6
Cc1ccc(S(=O)(=O)CCC(=O)OCc2ccccc2)cc1	-48	-6	0	12	2	8	1.3	7	2
O=C(COC(=O)COc1ccc(Cl)cc1)NC1CCS(=O)(=O)C1 (configuration not stated)	/	-2	0	7	/	/	-1.7	-2	0
Cc1ccc(C(=O)N/N=C/c2sc(=O)n(Cc3cccc(C(=O)O)c3)c2Cl)cc1	7	0	2	-5	32	0	-0.7	-7	8
COc1cc(C(=O)Nc2nnc(C3=COCCO3)o2)cc(OC)c1OC	0	-2	1	8	2	0	1.2	0	10
CCN(C(=O)COC(=O)CCC(=O)c1cccs1)c1c(N)n(Cc2ccccc2)c(=O)[nH]c1=O	-32	-1	0	1	1	-2	-2.1	-4	15
O=C(CS(=O)(=O)c1ccccc1)N(CCCN1CCOCC1)c1nc2c(F)cccc2s1	1	-4	2	7	-2	-3	-0.2	-1	-3
CCCS(=O)(=O)c1ncc(Cl)c(C(=O)Nc2ccc(S(=O)(=O)Nc3ncccn3)cc2)n1	2	3	0	6	3	-1	-0.9	3	3
CC1=NC(C(F)(F)F)(C(F)(F)F)C(C#N)=C(C)N1	-1	-2	1	9	-37	-5	-0.5	2	9
CCOC(=O)c1cnc2cc(C)nn2c1-c1ccccc1	-5	-10	3	7	-1	-4	-0.1	1	18
O=S(=O)(NCCC1=CCCCC1)c1cccc(S(=O)(=O)N2CCOCC2)c1	1	-3	4	8	52&7	0	1.9	2	7
COc1ccc(CNC(=O)CC23CC4CC(CC(C4)C2)C3)cc1	-1	3	0	-7	7	-5	0.9	1	-4
O=C(NCCn1ccc2ccccc21)C1CCCCC1	0	1	2	0	i	-13	0.3	6	4
CCOC(=O)c1nn(-c2c(C)n(C)n(-c3ccccc3)c2=O)cc1O	0	2	0	0	-5	6	2.2	4	-1
Cc1cc(C)c(-n2c(C)cc(/C=C3/NC(=O)NC3=O)c2C)c(C)c1	2	7	3	-3	13	1	3.8	-5	16
Cc1ccc(NC(=O)CSCc2ccc(F)cc2)cc1	1	4	0	1	10	-9	4.5	8	-20
Oc1ccc(Br)cc1C=Nc1ccc2[nH]ncc2c1	-1	0	0	0	-12	-11	0.4	-1	12
C/C(=N\NC(=O)c1ccccc1)c1cccc(Br)c1	-1	-1	0	-2	16	-3	0.0	-2	1
Cc1cc(-c2nnc(SCC(=O)Nc3nccs3)o2)no1	-3	-2	2	-5	2	-1	-1.2	6	11
Cc1ccc(C(=O)COC(=O)C2CC(=O)N(c3nc(-c4ccccc4)cs3)C2)cc1C (configuration not stated)	-2	-2	2	-2	-1	12	0.9	-2	3
Cc1cccn2c(=O)c3cc(S(=O)(=O)c4ccc(Br)cc4)c(=N)n(C4CCCCC4)c3nc12	0	-2	0	0	-4	3	1.7	-1	2
O=C(C1=C[C@H](c2csc3ccccc23)C[C@H](OCc2ccc(CO)cc2)O1)N1CCN(Cc2ccc3c(c2)OCO3)CC1	0	5	0	-6	-3	5	5.1	-4	-4
Cc1ccc(S(=O)(=O)NCCCN2CCCC2)cc1	0	-4	4	-1	5	4	-2.8	1	9

Retrieved by compound from the entries so far (2):
SMILES	Fh CTSL1 inh	PP1 counter	GRK2 inh	procasp7 counter	GASC-1 inh	core dimer inh	PP5 primary	proCasp3 act	VLA-4 inh
Oc1ccc(Br)cc1C=Nc1ccc2[nH]ncc2c1	-1	0	0	0	-12	-11	0.4	-1	12
Cn1c(SCC(=O)NC(C)(C)C)nnc1-c1cnccn1	1	-6	0	-4	-13	0	-3.1	-11	6

(further entries)
SMILES	Fh CTSL1 inh	PP1 counter	GRK2 inh	procasp7 counter	GASC-1 inh	core dimer inh	PP5 primary	proCasp3 act	VLA-4 inh
CC(C)(C)NC(=O)C(=O)NNC(=O)c1ccc(C(C)(C)C)cc1	1	-1	0	2	4	-2	0.1	3	8
CCOC(=O)C1CCN(C(=O)CCNC(=O)Cn2cnc3ccccc3c2=O)CC1	-1	0	2	-11	1	-6	1.3	2	8
CSc1ccccc1NC(=S)NC1CCCCC1	-2	-3	3	2	6	4	-1.0	-5	9
CC(C)C(NC(=O)c1c(F)cccc1F)C(=O)N1CCN(c2ccccc2F)CC1 (configuration not stated)	2	-3	2	1	-7	-7	0.8	-7	-8
CCOc1ccccc1NC(=O)Cn1c(C)cc(COC)c(C#N)c1=O	0	-1	2	14	-3	1	-1.7	3	8
CCC(C(=O)OCC(=O)N1C(C)CCCC1C)c1ccccc1 (configuration not stated)	0	3	0	-3	3	-10	-4.2	-3	-5
Cn1cc(CN2CCCC(C(=O)Nc3cccc(-c4cc5ccccc5[nH]4)c3)C2)cn1 (configuration not stated)	-6	-4	0	2	12	3	6.0	8	5
COCCN(Cc1cccs1)S(=O)(=O)c1ccc(-c2ccc(=O)[nH]n2)s1	-5	-1	7	9	-7	0	4.0	0	6
Cc1c(Cl)cccc1NC(=O)Nc1cc(C(C)(C)C)nn1C	2	-1	0	-3	25	-3	2.8	7	-7
COc1ccccc1N1CCN(C(C)C(=O)Nc2ccc(S(=O)(=O)N3CCOCC3)cc2)CC1 (configuration not stated)	-7	-12	0	4	-11	2	4.0	1	-4
Cc1csc(=O)n1CCC(=O)OCC(=O)NCc1ccc(F)cc1	-11	-5	2	5	-6	3	-0.7	1	9
O=C(NCC(=O)N1CCCC(C(F)(F)F)C1)c1ccc(Br)o1 (configuration not stated)	0	-7	0	2	-2	1	-1.6	4	-3
COc1ccccc1NC(=O)Nc1ccncc1	3	1	1	11	3	-1	0.0	10	16
O=C(NCCCn1ccnc1)C(F)(F)C(F)(F)C(=O)NCCCn1ccnc1	-2	-4	5	2	-12	-1	-0.2	3	12
CCOc1ccccc1NC(=O)Cn1[nH]c(=O)c2ccccc2c1=O	-2	-3	2	5	-1	0	0.7	5	6
O=c1[nH]n(-c2ccc(F)cc2)c2ncccc12	4	2	53*	4	4	-8	1.1	16	-20
O=C1[C@H]2[C@@H](c3ccc(Cl)cc3)N3C(=O)N(c4cccc(Cl)c4)C(=O)[C@@]3(Cc3ccccc3)[C@H]2C(=O)N1C1CCCCC1	1	8	0	6	-6	16	1.3	16	9
COc1ccccc1Nc1n[nH]c(=S)s1	4	-5	0	-41	-11	-12	-1.6	-32	10
Cc1ccccc1Oc1cc(NC(=O)CCCn2nc(C)c([N+](=O)[O-])c2C)cc([N+](=O)[O-])c1	-1	6	0	5	0	-5	7.1	-2	-6
O=C(O)c1ccc(NCc2nc3ccccc3n2CCOc2ccccc2Cl)cc1	2	-1	2	-9	35	5	-2.1	6	25
O=C(COc1cccc(C(F)(F)F)c1)N1CCN(c2ccc(O)cc2)CC1	6	-2	0	-14	13	-3	1.1	-15	8
N=C(N)SCc1nc2ccccn2c1Br	-1	0	0	-9	2	-12	1.9	-6	8
O=C(COC(=O)c1ccccn1)Nc1cc(Cl)ccc1Cl	-5	0	0	0	-2	8	1.7	8	11
C#Cc1ccc([C@H]2C=C(C(=O)OCC=C)O[C@@H](OCc3ccc(CO)cc3)C2)cc1	-2	2	2	-9	2	37	1.4	2	7
COc1cc(C=O)c(Br)cc1OCc1ccc(C)cc1	-2	-1	0	0	-1	28	2.7	6	9

Some of these compounds in order of formula weight, smallest number first:
SMILES	Fh CTSL1 inh	PP1 counter	GRK2 inh	procasp7 counter	GASC-1 inh	core dimer inh	PP5 primary	proCasp3 act	VLA-4 inh
COc1ccc(CNC(=O)CC23CC4CC(CC(C4)C2)C3)cc1	-1	3	0	-7	7	-5	0.9	1	-4
C#Cc1ccc([C@H]2C=C(C(=O)OCC=C)O[C@@H](OCc3ccc(CO)cc3)C2)cc1	-2	2	2	-9	2	37	1.4	2	7
O=C(C1=C[C@H](c2csc3ccccc23)C[C@H](OCc2ccc(CO)cc2)O1)N1CCN(Cc2ccc3c(c2)OCO3)CC1	0	5	0	-6	-3	5	5.1	-4	-4

(list continues)
SMILES	Fh CTSL1 inh	PP1 counter	GRK2 inh	procasp7 counter	GASC-1 inh	core dimer inh	PP5 primary	proCasp3 act	VLA-4 inh
C/C(Cl)=C\Cn1c(N2CCCC2)nc2c1c(=O)n(C)c(=O)n2C	-2	-1	1	10	0	4	-1.9	9	15
Cc1ccc(N(CC(=O)NCc2ccc(F)cc2)S(=O)(=O)c2c(C)nn(C)c2C)cc1	-2	-1	0	-3	/	-4	-1.0	8	23
CC1C(=O)N2CCCc3cc(S(=O)(=O)N(C)Cc4ccccc4)cc1c32 (configuration not stated)	-2	1	2	-5	5	12	-1.2	-6	9
CCOC(=O)c1c(-c2cccc(N)c2)cn2ccccc12	4	0	1	1	1	-3	0.3	-3	18
Nc1nonc1C(=O)NCCNCc1ccccc1	-3	-12	1	10	0	2	-2.5	-10	-21
CCN(c1ccccc1)S(=O)(=O)c1cnc[nH]1	1	6	3	7	/	3	0.7	-6	-3
CC1CCN(S(=O)(=O)c2cccc(C(=O)NNC(=O)c3ccco3)c2)CC1	-3	-3	0	-2	5	3	1.9	4	7
O=C(Nc1ccc(O)cc1C(=O)O)c1ccc2c(c1)C(=O)N(Cc1ccco1)C2=O	3	0	6	2	-5	-2	2.5	0	30
COc1ccc2no[n+]([O-])c2c1	-1	1	4	11	?	-5	2.4	7	-13
CC(=O)Nc1cccc(-c2csc(N)n2)c1	0	-4	0	-18	6	2	-0.4	-2	13
CCOC(=O)N1CCN(S(=O)(=O)N2CCCC(C(=O)NCCCN3CC(C)CC(C)C3)C2)CC1 (configuration not stated)	0	2	0	7	15	5	-2.1	5	1
O=[N+]([O-])c1cc(S(=O)(=O)Nc2ccccc2)ccc1-n1nnc2ccccc21	11	0	0	-1	-3	7	0.7	5	6
O=C(c1ccco1)N1c2ccccc2Sc2ccccc21	2	0	2	7	4	13	1.2	0	-2
CCCCCC(=O)Nc1c(-c2ccc(OC)cc2)c(=O)c2ccccc2n1C	-1	-4	0	-7	2	-2	0.1	-5	18
Cc1ccc(-c2nc(CS(=O)(=O)CC(=O)NC3CCC(C)CC3)c(C)o2)cc1 (configuration not stated)	0	5	0	8	-10	-9	3.8	1	11
COc1ccc(CCNS(=O)(=O)c2ccc3c(c2)oc(=O)n3C)cc1OC	-5	-3	0	3	-16	10	-1.2	1	-6
Cc1oc(C)c(C(=O)O)c1COc1ccc(C(=O)O)cc1	-3	1	1	7	-21	3	-2.0	5	26
CCCCOc1ccc2c(C)cc(=O)oc2c1OCCCC	3	4	2	-16	-2	8	6.2	4	0
C=CCn1cc(/C=N/NC(=O)COc2cccc3cccnc23)c2ccccc21	1	-2	0	-5	-2	7	0.0	-7	-5
O=S(=O)(O)c1nc2ccccc2n1Cc1ccccc1	2	3	1	4	-1	6	-0.9	-16	-8
N#CC1=C(N)N(c2ccc(Oc3ccccc3)cc2)C(=O)C1	-2	-5	0	16	1	26	0.9	1	19

Source: PubChem
